Bioassay records (PubChem)
BRCA1 expr up – qHTS Assay to Identify Small Molecule Activators of BRCA1 Expression; MCF7-BRCA1-FFLuc reporter, luminescence, 48 h; response scale: scaled: vehicle 0%, 10 µM genistein 100%; Potency, µM (top dose mostly 46.1 µM), inactives show at the highest dose activation, usual class: activators; 1.1% of 380,000 active; AID 624202, 2012; also: nearly all actives have a fitted effect of over 80% in size; some results filed as inactive show a strong effect at the top dose
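Activators of BRCA1 expression were detected as increased firefly luciferase luminescence in engineered MCF7 cells after 48 h compound incubation. Signals were scaled to genistein 10 microM as full activation.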
ELG1 genotoxic – qHTS screen for small molecules that induce genotoxicity in human embryonic kidney (HEK293T) cells expressing luciferase-tagged ELG1; HEK293T ELG1-luciferase reporter, luminescence, 16 h; 1.3% of 330,000 active; Potency, µM (series often up to 46 µM), without a hit: at the highest dose activity change, positive = activation, usual class: activators; also: % of control where 0% means no effect; nearly all actives have a fitted effect of over 60% in size
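DMSO vehicle served as control against compound-treated ELG1-luciferase HEK293T cells; exposure lasted 16 hr at 37 °C and 5% CO2, followed by ONE-Glo luminescence detection after 30 min.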
p53 reactivation – qHTS assay for re-activators of p53 using a Luc reporter | H1299 p53-A138V BP100-luciferase reporter, luminescence, 24 h | 0.063% of 320,000 active | AID 504706, 2011 | Potency, µM (highest dose often 92.2 µM), inactives show at the top dose activity change, positive = activation, most hits filed as activators; also: % of control where 0% means no effect; nearly all actives have a fitted effect of over 45% in size
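p53-null H1299 cells stably carrying temperature-sensitive p53-A138V and a BP100-luciferase reporter were pinned with compounds (4-point, 1:5 series) and held 24 hrs at 37 deg C. Luminescence was read 10 min after detection reagent.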
uPA surface inh – qHTS for Inhibitors of Cell Surface uPA Generation | cell surface uPA generation assay, qHTS | Potency, µM (top dose mostly 38.3 µM), inactives show at the highest dose activity change, negative = inhibition, usual class: inhibitors | 0.31% of 330,000 active | AID 540303, 2011; active = well fitted inhibition curve with a large enough effect; inconclusive = small, poorly fitted or top-dose-only effect; inactive = no such curve, though single readings can be large or run the other way; tested in mouse RAW 264.7 cells; also: % is scaled to controls: 0 for no effect and ±100 for the full control effect; nearly all actives have a fitted effect of over 55% in size
The depositor's hits bear a star; ? = inconclusive. Unless noted, calls follow the shape of the dose curve; as a rule, active = well fitted activation curve with a large enough effect; inconclusive = small, poorly fitted or top-dose-only effect; inactive = no such curve, though single readings can be large or run the other way. Potency is read from the fitted curve at half-maximal effect.

SMILES	BRCA1 expr up	ELG1 genotoxic	p53 reactivation	uPA surface inh
CN(C)CCSc1nc2cc(S(=O)(=O)N3CCCCC3)ccc2o1	2%	-6%	7%	-14%
CC1CCCCC1NC(=O)COc1cccnc1[N+](=O)[O-] (configuration not stated)	-1%	5%	7%	-12%
C[C@]12c3[nH]c4ccc(Cl)cc4c3CCN1C(=O)[C@@H](CC(=O)NCCc1ccccn1)C[C@@H]2C(=O)N1CCCCC1	-6%	-2%	0%	-29%
CCCN(CC(=O)Nc1ccc(F)c(F)c1F)C(=O)c1ccc2c(c1)NC(=O)CS2	-48%	-7%	-6%	5%
CC1CCN(C(=O)COC(=O)c2ccc(Cl)nc2)CC1	43%	3%	12%	3%
C[C@@]12C(=O)N(c3cccc(Cl)c3)C(=O)N1[C@@H]1c3ccccc3OC[C@@H]1[C@H]2c1ccccc1	-19%	-4%	0%	-10%
Cc1ccc(NS(=O)(=O)c2ccccc2[N+](=O)[O-])cc1S(=O)(=O)N1CCCCC1	-19%	-4%	-1%	2%
O=C(NCc1ccccc1F)c1cccc(S(=O)(=O)N2CCCCC2)c1	-33%	0%	0%	8%
Cc1cc(C)n(CC(=O)NNC(=O)COc2ccc(Br)cc2F)n1	-9%	0%	1%	-2%
COc1cccc(/C=C/C(=O)OCC(=O)NCCC2=CCCCC2)c1OC	6%	2%	5%	-3%
C[C@@H]1COC(=O)[C@H](CC(=O)OC(C)(C)C)C/C=C\C[C@H](CC(=O)N(CCO)Cc2ccccc2)C(=O)N1	3%	1%	0%	4%
COC(=O)[C@H](Cc1ccc(O)cc1)NC(=O)Cn1cnc2c(SC)nc(N)nc21	0%	1%	2%	13%
COc1ccc(NC(=O)N(C)C[C@@H]2Oc3ccc(NC(=O)NC(C)C)cc3CC(=O)N([C@H](C)CO)C[C@@H]2C)cc1	-8%	0%	0%	-9%
C=CC[C@H](CC(=O)N(CCO)Cc1ccccc1)C(=O)N[C@H](COC(=O)[C@H](CC=C)CC(=O)OC(C)(C)C)Cc1c[nH]c2ccccc12	-48%	-13%	?	-8%
Cc1ccc(S(=O)(=O)N2CCOCC2)cc1NC(=O)COC(=O)/C=C/c1ccco1	-3%	2%	5%	-5%
COc1cc(OC)cc(-c2oc(=O)c3cc(OC)c(OC)cc3c2C(F)(F)F)c1	-29%	-1%	1%	-9%
COc1ccc(NC(=O)N(C)C[C@H]2Oc3ccc(NC(=O)CCN4CCOCC4)cc3C(=O)N([C@H](C)CO)C[C@@H]2C)cc1	1%	3%	1%	-8%
C[C@@H]1COC(=O)[C@H](Cc2ccc(F)cc2)C/C=C\C[C@@H](CC(=O)NCCO)C(=O)N1	-20%	-2%	-2%	17%
CC(OC(=O)/C(C#N)=C/c1ccco1)C(=O)N(C)c1ccccc1 (configuration not stated)	-21%	2%	-4%	0%
C[C@H](CO)N1C[C@H](C)[C@@H](CN(C)S(=O)(=O)c2ccc(F)cc2)Oc2ccc(NC(=O)CCC(F)(F)F)cc2C1=O	0%	-2%	0%	-4%
O=C(N[C@@H]1C/C=C\C[C@@H](CC(=O)N(CCO)Cc2ccccc2)C(=O)NCCOC1=O)OCC1c2ccccc2-c2ccccc21	0%	-5%	-4%	-5%
O=C(C[C@H]1C/C=C/CC[C@H](Cc2ccc(F)cc2)C(=O)O[C@H](c2ccccc2)CNC1=O)NCCO	-7%	4%	-5%	-2%
CC(O)CC(=O)NOCc1ccccc1 (configuration not stated)	-5%	6%	1%	0%
COc1ccc(CNC(=O)COC(=O)[C@@H]2CCCN2C(=O)c2cccs2)cc1	-14%	-2%	10%	-6%
C=CC(COCc1ccccc1)N([C@@H](Cc1ccccc1)C(=O)OC)S(=O)(=O)c1ccccc1Br (some centres not stated)	-28%	-2%	0%	-17%
O=C(CC1C[C@H](C(=O)N2CCOCC2)[C@@]2(CCC3CCCC3)c3[nH]c4ccccc4c3CCN2C1=O)NCC12CC3CC(CC(C3)C1)C2 (some centres not stated)	2%	-12%	1%	17%
CC[C@]12c3[nH]c4ccc(OC)cc4c3CCN1C(=O)C(CC(=O)NCCN1CCOCC1)C[C@@H]2C(=O)N1CCN(C(=O)C2CC2)CC1 (some centres not stated)	6%	7%	2%	0%
C=CCC[C@@H](Cc1ccc(F)cc1)C(=O)OCCNC(=O)[C@@H](CC=C)CC(=O)N(CCO)Cc1ccccc1	-33%	-2%	-1%	7%
C[C@H]1CN([C@@H](C)CO)C(=O)Cc2cc(NS(=O)(=O)c3cn(C)cn3)ccc2O[C@@H]1CN(C)C(=O)Nc1ccc(F)cc1	0%	2%	6%	5%
O=C(COc1ccc(Br)cc1)OCC(=O)N1CCOCC1	5%	16%	1%	-12%
CCCCN1C(=N)N([C@@H](CCC)CN2CCC[C@H]2CN2C(N)=NC[C@H]2CC(C)C)C[C@H]1Cc1ccccc1	-3%	1%	-4%	3%
Cc1ccc2c(COC(=O)CNC(=O)c3ccco3)cc(=O)oc2c1C	67%	-3%	6%	?
COc1ccc(C)cc1NC(=O)COC(=O)C1COc2ccccc2O1 (configuration not stated)	-24%	0%	-3%	-5%
O=C(COc1ccc(F)cc1Br)NCC1(N2CCCCC2)CCCCC1	-32%	-7%	11%	-9%
CCN(C(=O)CSc1nnc(-c2ccc(OC)cc2)n1C(C)C)C1CCS(=O)(=O)C1 (configuration not stated)	0%	-1%	-1%	-1%
CC1(CCc2ccccc2)NC(=O)N(CC(=O)Nc2ccc(OC(F)F)cc2)C1=O (configuration not stated)	-45%	-5%	-5%	4%
Cc1cc(C(=O)N2CCN(c3ccccc3Cl)CC2)c(C)o1	102%	7%	?	-13%
CC[C@@H]1C/C=C\Cc2ccccc2[C@H](C(=O)C[C@H](O)CC(C)=O)OC1=O	-8%	0%	-2%	3%
CCC(CO)Oc1cc(NCc2ccccc2)c2ncn(C(C)C)c2c1 (configuration not stated)	3%	-1%	-7%	-16%
O=C(C[C@H]1C/C=C\CC[C@H](Cc2ccc(F)cc2)C(=O)OC[C@@H](Cc2c[nH]c3ccccc23)NC1=O)NCCO	-1%	-1%	-2%	3%
COC(=O)[C@@]12CCCCN1[C@H](c1ccc(-c3ccc(F)cc3)c(OC)c1)[C@H]1C(=O)N(C)C(=O)[C@H]12	-66%	-7%	2%	16%
CC(C)(C)N(Cc1ccccc1)C(=O)COC(=O)C1CC1	4%	2%	2%	0%
C=CC[C@H](CC(=O)NCCO)C(=O)N[C@@H](C)COC(=O)[C@H](CC=C)CC(=O)OC(C)(C)C	1%	0%	22%	0%
O=C(Cn1cnc2c(NCc3ccccc3)ncnc21)N1CCN(c2ccccn2)CC1	6%	1%	-2%	5%
C[C@]12c3[nH]c4ccc(Cl)cc4c3CCN1C(=O)[C@@H](CC(=O)NCCN1CCOCC1)C[C@@H]2C(=O)N1CCCCC1	-10%	5%	-9%	-10%
Cc1nnc(SCC(=O)Nc2ccc(OC(F)F)c(Cl)c2)n(N)c1=O	0%	-1%	-9%	-20%
CCN1C(=O)[C@H]2[C@@H](c3ccc(-c4ccc(Cl)c(Cl)c4)c(OC)c3)N3CCCC[C@@]3(C(=O)OC)[C@H]2C1=O	-49%	-4%	12%	-1%
O=C(COc1ccc([N+](=O)[O-])cc1Cl)NCCN1C(=O)CSC1=O	2%	1%	4%	13%
Cc1ccc(F)cc1NC(=O)CSc1n[nH]c(N)n1	2%	0%	-5%	2%
Cc1ccc(S(=O)(=O)N2[C@@H](c3ccc4c(c3)OCO4)C(C(=O)O)=C[C@H]2C(C)(C)C)cc1	-4%	4%	1%	-9%
Next part.
SMILES	BRCA1 expr up	ELG1 genotoxic	p53 reactivation	uPA surface inh
CC(C)(C)OC(=O)C[C@H]1C/C=C\C[C@H](CC(=O)NCCO)C(=O)NC[C@@H](c2ccccc2)OC1=O	-7%	3%	0%	-2%
COc1cc(C)ccc1OCC(=O)Nc1nnc(C2CC2)s1	45%	4%	20%	8%
C=CCNC(=O)c1cccc2c1C(=O)c1ccc(N3CCCC3)cc1S2(=O)=O	0%	-5%	3%	-5%
CC(C)C(=O)N[C@@H]1c2ccccc2CC[C@@H]1OCc1ccccc1	-1%	5%	6%	5%
CSc1ncccc1C(=O)OCC(=O)N1CCCC1	20%	1%	1%	-10%
O=C(COC(=O)c1ccccc1C(F)(F)F)NC(=O)NCc1ccco1	-22%	-1%	7%	4%
O=C(Cc1ccc([N+](=O)[O-])cc1)Nc1cccc(C(=O)N2CCCC2)c1	-20%	-1%	6%	2%
O=C(N[C@H]1/C=C\[C@@H](O)CCCC1)OCc1ccccc1	4.5µM*	15µM*	?	?
C[C@H]1CN([C@@H](C)CO)C(=O)c2cccc(NC(=O)c3nc4ccccc4s3)c2O[C@H]1CN(C)C(=O)Nc1ccc(F)cc1	-58%	-4%	-2%	?
C=CC[C@@H](CC(=O)NCCO)C(=O)N[C@@H](COC(=O)[C@@H](CC=C)Cc1ccc(F)cc1)Cc1ccccc1	0%	-6%	0%	5%
O=S(=O)(c1cc(F)ccc1F)N1CCN(c2ncnc3ccccc23)CC1	-54%	-4%	-8%	?
CN(C(=S)NC(=O)C12CC3CC(CC(C3)C1)C2)c1ccc(O)cc1	25%	1%	?	-21%
CN(C(=O)C1CCN(S(=O)(=O)c2ccccc2[N+](=O)[O-])CC1)C1CCCCC1	20%	-3%	0%	-5%
CSc1nc(N)nc2c1ncn2CC(=O)NCc1ccc2c(c1)OCO2	0%	-4%	-2%	-6%
NC(=O)C[C@H](NC(=O)c1ccc(Cl)cc1)C(=O)OCc1ccccc1	1%	-1%	1%	6%
COc1ccc(C(=O)COC(=O)c2c(C)noc2C)cc1Cl	-26%	1%	-3%	-3%
COC(=O)CN1C(=O)[C@H]2[C@@H](/C=C/c3ccccc3)N3C(=O)CN(Cc4ccccn4)C(=O)[C@@]3(Cc3ccccc3)[C@H]2C1=O	12%	-2%	3%	4%
C[C@H](CO)N1C[C@H](C)[C@@H](CN(C)C)Oc2c(NC(=O)C3CC3)cccc2C1=O	0%	3%	3%	15%
CC(C)N(Cc1ccccc1)C(=O)COC(=O)c1cnc(Cl)c(Cl)c1	-15%	0%	1%	-28%
COc1ccc2sc(-c3ccc(S(C)(=O)=O)cc3)c(-c3ccc(SC)cc3)c2c1	-22%	0%	0%	17%

The closing 5 entries of the section before lead into the next:
SMILES	BRCA1 expr up	ELG1 genotoxic	p53 reactivation	uPA surface inh
COc1ccc(C(=O)COC(=O)c2c(C)noc2C)cc1Cl	-26%	1%	-3%	-3%
COC(=O)CN1C(=O)[C@H]2[C@@H](/C=C/c3ccccc3)N3C(=O)CN(Cc4ccccn4)C(=O)[C@@]3(Cc3ccccc3)[C@H]2C1=O	12%	-2%	3%	4%
C[C@H](CO)N1C[C@H](C)[C@@H](CN(C)C)Oc2c(NC(=O)C3CC3)cccc2C1=O	0%	3%	3%	15%
CC(C)N(Cc1ccccc1)C(=O)COC(=O)c1cnc(Cl)c(Cl)c1	-15%	0%	1%	-28%
COc1ccc2sc(-c3ccc(S(C)(=O)=O)cc3)c(-c3ccc(SC)cc3)c2c1	-22%	0%	0%	17%
O=S1(=O)c2ccc(Br)cc2OC(COCc2ccccc2)CN1Cc1ccccc1 (configuration not stated)	-16%	1%	12%	?
CCOC(=O)C1CCN(C(=O)COC(=O)/C=C/c2cccc(OC)c2OC)CC1	-12%	1%	5%	-14%
Nc1ncnc2c1ncn2[C@@H]1O[C@H](CNS(=O)(=O)c2ccc(-c3ccno3)s2)[C@@H](O)[C@H]1O	11%	6%	-7%	3%
COc1cccc2sc3cc(NCc4ccc5c(c4)OCO5)ccc3c(=O)c12	15%	-1%	-2%	10%
CCOC(=O)C1=C(CC)Nc2ccccc2N=C1NC(=O)c1cc(S(=O)(=O)N2CCOCC2)ccc1C	-6%	0%	-5%	-3%
C[C@H](CO)N1C[C@H](C)[C@H](CN(C)Cc2ccncc2)Oc2ccc(NC(=O)Nc3ccc(C(F)(F)F)cc3)cc2CC1=O	-22%	-2%	-1%	?
CN(c1ccc(OCC(=O)OCC(=O)Nc2ccc(OC(F)F)cc2)cc1)S(=O)(=O)c1cccs1	3%	0%	4%	-5%

Some entries already given, limited to ELG1 genotoxic.
molecule	ELG1 genotoxic
Nc1ncnc2c1ncn2[C@@H]1O[C@H](CNS(=O)(=O)c2ccc(-c3ccno3)s2)[C@@H](O)[C@H]1O	6%
C[C@H](CO)N1C[C@H](C)[C@H](CN(C)Cc2ccncc2)Oc2ccc(NC(=O)Nc3ccc(C(F)(F)F)cc3)cc2CC1=O	-2%

These rows are one share of the data (hit frequency here may not be typical).
